From PubChem
ERG Ets-DNA blk: qHTS for Small Molecule Inhibitors of the ERG Ets/DNA interaction | fluorescence polarization, His-ERG Ets domain / labelled DNA | AID 624246, 2012 | 370,000 tested, 0.028% active | Transcriptional regulator ERG (Homo sapiens), P11308 | Potency, µM (series often up to 76.9 µM), inactives show top-dose FP activity, negative = inhibition, usual class: inhibitors; active = well fitted inhibition curve with a large enough effect in the polarisation, with a control signal flat; inconclusive = small, poorly fitted or top-dose-only effect, or effect the other way, or a change in a side signal; inactive = no such curve, though single readings can be large or run the other way; the % refers to the polarisation;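 note: polarization taken with two DNA probes labelled with fluorescein and Texas red; potency is the fitted concentration of half-maximal effect; % of control where 0% means no effect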
Target sequence (P11308 whole entry, looked up, the tested form may be a part): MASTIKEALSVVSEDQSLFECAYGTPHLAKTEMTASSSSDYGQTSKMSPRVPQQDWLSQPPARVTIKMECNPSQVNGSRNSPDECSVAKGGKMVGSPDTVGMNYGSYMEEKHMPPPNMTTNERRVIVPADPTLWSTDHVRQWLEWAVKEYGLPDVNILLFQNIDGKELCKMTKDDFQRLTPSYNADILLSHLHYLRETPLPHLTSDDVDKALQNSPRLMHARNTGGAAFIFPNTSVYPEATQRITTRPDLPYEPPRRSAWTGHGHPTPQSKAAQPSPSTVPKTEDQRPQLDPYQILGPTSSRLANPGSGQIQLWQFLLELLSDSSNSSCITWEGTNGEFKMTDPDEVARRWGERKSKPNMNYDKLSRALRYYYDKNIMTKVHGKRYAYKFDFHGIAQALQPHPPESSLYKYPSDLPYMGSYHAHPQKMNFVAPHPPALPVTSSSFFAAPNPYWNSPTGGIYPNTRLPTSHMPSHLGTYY
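His-tagged ERG Ets domain (1 uM in the protein solution; 300mM KCl, 50mM Tris-HCl, 1mM EDTA, 1mM DTT, pH 7.5) received compound, then a probe mix of 5 nM fluorescein-DNA and 100nM Texas-615-DNA. Fluorescence polarization was read for both dyes.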
Vif-APOBEC3G blk: qHTS for Inhibitors of Vif-A3G Interactions: qHTS. 410,000 tested, 0.076% active. Potency, µM (doses to about 46.1 µM), for the others: top-dose activity, negative = active, hits mostly inhibitors. AID 602310, 2012. DNA dC->dU-editing enzyme APOBEC-3G (Homo sapiens), Q9HC16. HeLa A3G-eYFP + Vif (tagged APOBEC3G with the HIV-1 protein that degrades it), YFP fluorescence, overnight;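 note: potency is the fitted concentration of half-maximal effect; % is set by controls: 0 for no effect and ±100 for the full control effect; nearly all actives have a fitted effect of over 60% in size; hits raise eYFP signal because A3G escapes Vif-driven loss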
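HeLa cells stably expressing Vif and C-terminally eYFP-tagged A3G, seeded overnight at 37 deg C, then exposed to compound by pintool overnight at 37 deg C. Rise in yellow fluorescence (Ex 488/Em 500-530, Acumen) marks blocked Vif-driven A3G degradation.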
RGS4 inhibitor: Inhibitors of Regulator of G Protein Signaling (RGS) 4: qHTS; Regulator of G-protein signaling 4 (Homo sapiens), P49798; Transcreener GDP fluorescence polarization, RGS4-accelerated GTP hydrolysis; Potency, µM (titrated, usually from 114 µM), inactives show at the top dose activity change, negative = inhibition, hits mostly inhibitors; 390,000 tested, 0.039% active; note: potency is the fitted concentration of half-maximal effect; % is set by controls: 0 for no effect and ±100 for the full control effect; nearly all actives have a fitted effect of over 75% in size; some results filed as inactive show a strong effect at the top dose
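MLSMR compounds (23 nl, pin-transferred) preincubated 10 min at room temperature with a 500nM (2x) first reagent, then RGS4 at 900nM (2x) plus Transcreener GDP mix added; fluorescence polarization (620/688 nm) read before and after 90 min at 30 °C.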
GRP78 ERSR act: qHTS for Inducers of the Endoplasmic Reticulum Stress Response (ERSR) in Human Glioma: qHTS. 420,000 tested, 0.02% active. U87-MG GRP78 promoter luciferase reporter, 16 h. AID 602332, 2012. Potency, µM, for inactives: at the top dose activation, hits mostly activators; note: potency is the fitted concentration of half-maximal effect; series mostly up to about 76 µM; % of control where 0% means no effect; nearly all actives have a fitted effect of over 35% in size
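Stably transfected U87-MG glioma cells carrying a GRP78-based luciferase sensor; 16 h compound incubation. Luminescence end-point read 10 min after Bright-Glo addition at room temperature.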
D2 ag: HTS Assay for Allosteric Agonists of the Human D2 Dopamine Receptor: Primary Screen for Agonists; AID 485358, 2010; activation, % at 2 µM; 340,000 tested, 0.53% active; HEK293 T-REx D2 cells, calcium flux agonist mode; D(2) dopamine receptor (Homo sapiens), P14416;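 active = activation over 3 SD above normal in the single-dose calcium agonist read, cut at about 30% in these data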; note: 0% is about no effect
Target sequence (P14416 whole entry, looked up): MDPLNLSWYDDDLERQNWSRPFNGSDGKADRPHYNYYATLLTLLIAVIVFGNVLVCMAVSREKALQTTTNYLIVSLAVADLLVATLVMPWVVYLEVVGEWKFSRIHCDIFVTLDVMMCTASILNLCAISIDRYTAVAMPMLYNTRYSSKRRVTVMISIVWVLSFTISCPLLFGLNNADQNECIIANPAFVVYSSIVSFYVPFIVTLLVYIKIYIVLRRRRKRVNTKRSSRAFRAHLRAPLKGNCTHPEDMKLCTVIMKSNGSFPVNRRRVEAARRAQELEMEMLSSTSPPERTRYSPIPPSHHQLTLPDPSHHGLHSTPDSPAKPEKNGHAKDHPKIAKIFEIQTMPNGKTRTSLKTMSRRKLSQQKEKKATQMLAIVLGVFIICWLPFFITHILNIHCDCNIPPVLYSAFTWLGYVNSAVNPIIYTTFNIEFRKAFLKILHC
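In this primary screen, compounds producing a positive calcium signal within 180 s of addition to tetracycline-induced, force-coupled HEK293 Trex D2 cells are flagged; cells are dye-loaded with a no-wash calcium kit beforehand.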
Vif-APOBEC3F blk: qHTS for Inhibitors of Vif-A3F Interactions: qHTS; HeLa A3F-eYFP + Vif (tagged APOBEC3F with the HIV-1 protein that degrades it), YFP fluorescence increase; Potency, µM (top dose mostly 46.1 µM), for the others: at the top dose activity, negative = active; 390,000 tested, 0.2% active; AID 602313, 2012; note: potency is the fitted concentration of half-maximal effect; % of control where 0% means no effect; nearly all actives have a fitted effect of over 65% in size
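Fluorescence increase (Ex 488/Em 500-530) after overnight compound treatment at 37 deg C flags inhibition of Vif-driven A3F-eYFP loss in stable HeLa A3F-eYFP/Vif cells seeded overnight beforehand.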
LDHA block: qHTS assay for inhibitors of human lactate dehydrogenase; L-lactate dehydrogenase A chain (Homo sapiens), P00338; purified LDHA, NADH/diaphorase-resazurin fluorescence; active compounds read low; activity change, % (values are at about 110 or 230 µM); 480,000 tested, 0.15% active; in the data active = activity change below about -30%; inconclusive = mostly about -25% to -30%;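 note: plate controls were DMSO wells for no effect and wells without enzyme for full effect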
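Human LDH5 at 2 nM final in Tris HCl pH 7.4 with 0.06 mM NADH and 0.2 mM pyruvate, reacted 5 minutes at room temperature. Remaining NADH coupled via diaphorase/resazurin; resorufin fluorescence read at 0 and 20 minutes, normalized to enzyme-free and DMSO wells.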
12-LOX inh: Primary qHTS assay for inhibitors of human arachidonate 12S-lipoxygenase (ALOX12): Round 2 | Polyunsaturated fatty acid lipoxygenase ALOX12 (Homo sapiens), P18054 | purified 12hLO, xylenol orange hydroperoxide absorbance | Potency, µM (series often up to 108 µM), for inactives: top-dose activity change, negative = inhibition, usual class: inhibitors | 580,000 tested, 1.1% active | AID 1671190, 2021; note: potency is the fitted concentration of half-maximal effect; % is set by controls: 0 for no effect and ±100 for the full control effect
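Purified human 12hLO at 150 nM in 25 mM Hepes, 0.01% Triton X-100, pH 7.0, preincubated 15 min at room temperature with compound. Reaction started with 40 uM arachidonic acid, 30 min at room temperature. Hydroperoxide measured by Fe-xylenol orange, 573/405 nm absorbance ratio.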
D2 antagonist: HTS Assay for Allosteric Antagonists of the Human D2 Dopamine Receptor: Primary Screen for Antagonists. D(2) dopamine receptor (Homo sapiens), P14416. HEK293 TREx D2 cells, calcium flux, dopamine EC80. inhibition, % at 10 µM. 340,000 tested, 2% active. AID 485344, 2010; in the data active = inhibition above about 30%; note: 0% is about no effect
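Measurement of antagonist activity uses fluorescent calcium dye in inducible HEK293 T-REx D2 cells: 10 s baseline, compound addition with 180 s read, EC80 dopamine addition with a further 180 s read.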
* = called active by the depositor; u = inconclusive; x = not tested or not shown; & = joins results of further samples; [ ] = dose if it differs, or a comment. Unless noted, calls come from the whole dose curve; as a rule, active = well fitted curve in the direction sought with a large enough effect; inconclusive = small, poorly fitted or top-dose-only effect, or another doubt; inactive = no such curve, though single readings can be large; an effect the other way counts as inactive or inconclusive.

SMILES | ERG Ets-DNA blk | Vif-APOBEC3G blk | RGS4 inhibitor | GRP78 ERSR act | D2 ag | Vif-APOBEC3F blk | LDHA block | 12-LOX inh | D2 antagonist
CC(C)(C)c1ccc(C2(C)NC(=O)N(CC(=O)c3ccc[nH]3)C2=O)cc1 (configuration not stated) | -1% | 0% | -11% | -4% | x | -6% | 0 | 19% | x
CN(C)C(=O)CSc1cnc2ccccc2n1 | -14% | -6% | 5% | 1% | 0.0 | 2% | -5 | -5% | 0
C=C(C)c1nc(N)nc(N)n1 | -15% | -13% | -32% | 3% | -0.4 | 2% | -5 | u | -2
COCCN(C(=S)Nc1c(C)cccc1C)C(C)c1cccs1 (configuration not stated) | 4% | 1% | -8% | -2% | 0.0 | 5% | -1 | -5% | 14
CC(=O)c1cc2c(cc1NS(=O)(=O)c1ccccc1)OCO2 | -2% | -3% | -37% | -1% | -0.8 | 3% | -3 | -6% | 1
NCCCNC(=S)NCCCN(Cc1ccc(Cl)cc1)c1ccc(Br)cn1 | x | -8%&-6% | -29% | -13%&-6% | x | x | -7&1 | 40µM* | x
COc1ccc(Cn2c(SCC#N)nc3ccc(N4CCOCC4)cc3c2=O)cc1 | -7% | -1% | -18% | 7% | 0.1 | 13% | 21 | 81%[activator] | -7
Cc1ccc2nc(N(CCCN(C)C)C(=O)c3ccco3)sc2c1 | -7%&8% | 2%&2% | 13%&7% | 7%&-1% | 0.9&1.1 | -15%&0% | 1&-1 | u | 8
NC(=O)c1ccc(NC(=O)COC(=O)CCCOc2ccccc2)cc1 | -11% | 0% | 18% | -4% | 0.8 | -4% | -3 | -20% | -32
COc1ccc(NC(=O)C(OC(=O)c2cnc(C)cn2)c2ccccc2)cc1Cl (configuration not stated) | 2% | -5% | -20% | -2% | -1.5 | -16% | -1 | 1% | 7
CCOC(=O)c1ccc(NC(=O)c2cccc(S(=O)(=O)N3CCOCC3)c2)cc1 | 1% | -8% | -33% | -2% | 0.8 | x | -5 | 2% | -1
CCCc1cc(=O)n2[nH]c(-c3ccc(C)cc3)cc2n1 | -1% | -8% | -33% | -4% | 0.3 | 1% | -5 | 0% | -16
COc1cc(OC)cc(C(=O)NC(=S)Nc2cc3oc4ccccc4c3cc2OC)c1 | 10% | -2% | 8%[11.4 µM] | 0% | 1.9 | 2% | -4 | u | -9
O=C(OCc1cc(=O)n2nc(C3CC3)sc2n1)c1cccc(NC(=O)c2ccccc2Cl)c1 | 1% | 0% | 10% | -1% | 1.0 | -22% | -6 | 0% | x
O=C(Nc1ncccn1)c1cccs1 | -9% | 2% | 23% | -7% | -0.4 | -5% | -11 | 26% | -29
Cc1nnc(NC(=O)c2c(-c3ccccc3)noc2C)s1 | -7% | 0% | 12% | -6% | -0.5 | -6% | -5&-5 | -18%&-24% | -20
CCn1cc([N+](=O)[O-])c(C(=O)N2CCCc3ccccc32)n1 | 3% | 1% | 10% | -1% | 0.5 | 1% | 0 | 82%[activator] | -4
O=C(COc1ccccc1)N=C1SC2CS(=O)(=O)CC2N1c1ccccc1 (configuration not stated) | -5% | -1% | -18%[56.9 µM] | -2% | 0.3 | 0% | -4 | 3% | 6
COc1ccccc1CNC(=O)/C=C/C(=O)O | -19% | 0% | 10% | -4% | 0.1 | 5% | -12 | u | 18
COc1ccc(C2C(C#N)=C(N)Oc3n[nH]c(-c4ccccn4)c32)c(OC)c1OC (configuration not stated) | 3% | 0% | -26% | -4% | -1.5 | 1% | 5 | 4% | 3
C[C@H](CO)N1C[C@H](C)[C@H](CN(C)C(=O)Cc2cccnc2)Oc2ncc(Br)cc2C1=O | x | -1% | x | 0% | x | -2% | -7 | -9% | x
C=C(C)CNC(=S)N/N=C/c1ccc([N+](=O)[O-])cc1 | 11% | 1% | -10% | 12% | 0.1 | 0% | 1 | 170%[activator] | -5
Cc1ccc(-c2noc(-c3ccccc3NC(=O)C3CC(=O)N(c4ccc(C)cc4)C3)n2)cc1 (configuration not stated) | -3% | 1% | 5% | 1% | -1.7 | -6% | -12 | u | x
COC(=O)[C@@H](Cc1c[nH]c2ccccc12)NC(=O)CNC(=O)c1ccccc1OC | 6% | 0% | 2% | -1% | 0.1 | u | -6 | 13% | 14
COc1ccc(S(=O)(=O)N2CCC(C(=O)Nc3ccc(Oc4ccccc4)cc3)CC2)cc1OC | 1% | 2% | 7% | -1% | -0.7 | 2% | -2 | -25% | x
CCCCOc1ccc(C(=O)Nc2cccc(-c3nc4ccccc4o3)c2C)cc1 | -5% | -1% | -6% | -2% | x | 2% | 1 | 3% | x
NCc1csc(Nc2cc(Oc3ccccc3)ncn2)n1 | x | 0% | x | -2% | x | x | -2 | 14% | x
O=C(NCCn1ccc2ccccc21)c1ccc2c(c1)OCO2 | -18% | -5% | -2% | -1% | -0.3 | -8% | -2 | -30% | 2
CCC1CCCCN1CCCNC(=O)c1ccc2c(c1)NC(=O)CN2C (configuration not stated) | -1% | -6% | -23% | -3% | 5.4 | 5% | -1 | 101%[activator] | 10
CCC(C)NC(=O)Cn1c(-c2ccccc2)cc(C(C)=O)c1C (configuration not stated) | 7% | 1% | 6% | -3% | -0.2 | -5% | -3 | -2% | 0
COc1ccc(S(=O)(=O)N(CC(=O)NCCSc2ccccc2)c2ccc(Cl)cc2)cc1 | -11% | 4% | 15% | -4% | -1.9 | 0% | -15 | -28% | x
OCC1(CCOc2ccccc2)CCN(Cc2ccc3c(c2)OCCO3)CC1 | 0% | 8% | -5% | -3% | 1.3 | 0% | -5 | 4% | 26
CC1CCN(C(=O)COC(=O)COc2ccccc2C#N)CC1 | -22% | 2% | 14% | -2% | 0.1 | 9% | -12 | 379%[activator] | -8
Cc1nn(-c2cc(Cl)ccc2N)c(=O)c2ccccc12 | x | -5% | 27% | -2% | 0.8 | 1% | -5 | -6% | -17
CC1(C(=O)NS(=O)(=O)c2cccs2)CCN1C(=O)C1CCCCC1 (configuration not stated) | x | -1% | x | -5% | x | x | -9 | u | x
CCCCCCCNC(=O)C1(CC2CC(c3ccccc3)=NO2)CCN(C(=O)c2ccccc2)CC1 (configuration not stated) | -2% | 5% | -28% | -4% | -1.2 | 1% | -2 | -28% | 5
CCn1c(=S)[nH]c2cc(Cl)ccc21 | -12% | -15% | -7% | -2% | -1.0 | 3% | -4 | -6% | 2
COc1ccccc1NC(=O)CN1CCN(c2ccc(F)cc2)CC1 | -1% | 0% | -27%[56.9 µM] | -2% | x | -8% | -4 | -1% | x
CCOc1ccccc1C1CC(=O)NC(C)=C1C(=O)OCc1ccc(C)cc1 (configuration not stated) | 1% | -1% | -5% | 7% | -1.9 | -11% | -4 | 0% | x
COc1cc(/C=N/Nc2ccc(Cl)c(C(=O)O)c2)ccc1OCC(=O)N1C(C)CCCC1C (configuration not stated) | -5% | 0% | -25% | 0% | 2.0 | 5% | 2 | x | 18
COC(=O)c1ccc(COC(=O)CCS(=O)(=O)c2ccc(C)cc2)cc1 | 3% | 0% | -12% | -3% | 1.2 | -16% | -1 | -2% | -1
COc1cc(OC)c(OC)cc1/C=N/Nc1nc2ccccc2[nH]1 | -5% | 2% | 11% | -7% | -0.1 | 0% | -5 | 393%[activator] | -20
CC(=O)N(c1cccc(C(F)(F)F)c1)c1nc(/C=C/C(=O)O)cs1 | -2% | -1% | 32% | -5% | 1.7 | 2% | 1 | 28% | 15
CS(=O)(=O)N1CCC(C(=O)Nc2ccc(C(N)=O)cc2)CC1 | 6% | -5% | 14% | -6% | x | 2% | 0 | 3% | x
CC(=O)c1cccc(NC(=O)C(C)OC(=O)c2ccc(-n3cnnn3)cc2)c1 (configuration not stated) | -5% | 1% | 8% | -3% | -0.8 | 4% | -3 | -11% | -13
CCCCn1nc(C(=O)Nc2ccc(-n3cnnn3)cc2)c2ccccc2c1=O | -1% | -5% | -2% | -6% | 0.5 | 3% | -3 | -2% | 7
Cc1cccc(NC(=O)CN2CCN(C(=O)CNC(=O)c3ccc(-c4ccccc4)cc3)CC2)c1C | x | u | x | -3% | x | -4% | -4 | -25% | x
O=C(Nc1ccc2nc3n(c(=O)c2c1)CCCC3)c1cc([N+](=O)[O-])ccc1F | -7% | -20% | 7% | -4% | x | 3% | -2 | x | 7
CC(C)(C)OC(=O)N1CCC(C(=O)Nc2cccc(C(=O)N3CCCC3)c2)CC1 | 6% | 1% | 3% | -2% | x | 5% | 2 | 5% | x

Not all compounds are listed, so the mix of outcomes need not match the whole.
